High-throughput results: PubChem, National Center for Advancing Translational Sciences (NCATS)
HTT ATP protect: qHTS Multiplex Assay to Identify Dual Action Probes in a Cell Model of Huntington: Cytoprotection (ATP). PC12 HTT-Q103 induced, cytoprotection, ATP luminescence, 40 h. Potency, µM (top dose mostly 56.4 µM), without a hit: cytoprotection (ATP increase), actives largely listed as activators. 230,000 tested, 0.14% active. AID 1471, 2008;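 note: % of control where 0% means no effect; nearly all actives have a fitted effect of over 45% in size; toxic huntingtin expression switched on by the ecdysone agonist tebufenozide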
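Huntington model: PC12 line, ecdysone-inducible HTTQ103 exon1–GFP, tebufenozide 100 nM. Test articles in a dose series. Endpoint luminescence from cellular ATP.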
Tau fibril ThT: qHTS for Inhibitors of Tau Fibril Formation, Thioflavin T Binding | Microtubule-associated protein tau (Homo sapiens), P10636 | recombinant tau K18 P301L, heparin-induced fibrillization, ThT fluorescence | Potency, µM (top dose mostly 57.4 µM), without a hit: at the top dose activity, negative = inhibition, usual class: inhibitors | 270,000 tested, 2.1% active; note: % is set by controls: 0 for no effect and ±100 for the full control effect; nearly all actives have a fitted effect of over 55% in size
Target sequence (P10636 561-689 P618L limits assumed): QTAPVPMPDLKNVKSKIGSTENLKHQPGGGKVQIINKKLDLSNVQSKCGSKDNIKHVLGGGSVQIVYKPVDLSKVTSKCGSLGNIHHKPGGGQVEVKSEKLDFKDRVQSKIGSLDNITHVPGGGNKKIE
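K18 P301L tau (15 uM + 0.24 uM Alexa 594-tagged), heparin 20 uM, NaOAc pH 7, 6 h 37 C; ThT 30 uM, 1 h RT, ex 450/em 510 nm.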
Tau fibril FP: qHTS for Inhibitors of Tau Fibril Formation, Fluorescence Polarization | Potency, µM (series often up to 57.7 µM), without a hit: at the top dose activity, negative = inhibition, actives largely listed as inhibitors | Microtubule-associated protein tau (Homo sapiens), P10636 | 280,000 tested, 0.39% active | K18 P301L tau heparin fibrillization, Alexa594 FP, 6 h; note: % is set by controls: 0 for no effect and ±100 for the full control effect; nearly all actives have a fitted effect of over 55% in size
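Recombinant K18 P301L […], labeled with Alexa 594 at 0.24 uM over 15 uM unlabeled; heparin inducer 20 uM final; 37 C, 6 hr; FP endpoint.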
JMJD2E inh: qHTS Assay for Inhibitors of Human Jumonji Domain Containing 2E (JMJD2E); Lysine-specific demethylase 4E (Homo sapiens), B2RXH2; JMJD2E catalytic domain, FDH-coupled NADH fluorescence (FDH is formaldehyde dehydrogenase); Potency, µM (top dose mostly 57.1 µM), for the others: at the top dose activity change, negative = inhibition, most hits filed as inhibitors; 230,000 tested, 1.6% active; active = well fitted inhibition curve with a large enough effect, not every such curve was filed as active; inconclusive = small, poorly fitted or top-dose-only effect, or another doubt; inactive = no such curve, though single readings can be large or run the other way;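 note: 0% = wells with enzyme and -100% = buffer wells without enzyme; nearly all actives have a fitted effect of over 50% in size; many of its hits are not listed in these tables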
Target sequence (B2RXH2 1-337 limits assumed): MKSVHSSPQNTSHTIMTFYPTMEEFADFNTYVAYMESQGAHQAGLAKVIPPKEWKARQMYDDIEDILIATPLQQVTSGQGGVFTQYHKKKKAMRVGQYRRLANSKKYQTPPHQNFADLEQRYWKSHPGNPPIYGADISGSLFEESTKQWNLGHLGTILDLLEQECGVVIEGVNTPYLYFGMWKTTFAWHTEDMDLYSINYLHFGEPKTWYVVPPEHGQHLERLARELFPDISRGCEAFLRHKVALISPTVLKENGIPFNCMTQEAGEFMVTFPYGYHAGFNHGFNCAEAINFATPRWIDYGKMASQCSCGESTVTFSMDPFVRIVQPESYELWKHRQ
HTT aggregate: qHTS Multiplex Assay to Identify Dual Action Probes in a Cell Model of Huntington: Aggregate Formation (GFP) | AID 1688, 2009 | PC12 HttQ103-GFP aggregates, Acumen cytometry, 40 h | 220,000 tested, 1.1% active | Potency, µM (top dose mostly 46.1 µM), inactives show at the highest dose activity change, negative = inhibition, hits mostly inhibitors; note: % is set by controls: 0 for no effect and ±100 for the full control effect; nearly all actives have a fitted effect of over 60% in size
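Steps: seed 1500 PC12 HTTQ103-GFP cells/well; add tebufenozide, 100 nM final; add compound titration; add ATPLite reagent; quantify GFP aggregates by laser scanning cytometry.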
ALDH1A1 block: qHTS Assay for Inhibitors of Aldehyde Dehydrogenase 1 (ALDH1A1). AID 1030, 2008. Aldehyde dehydrogenase 1A1 (Homo sapiens), P00352. Potency, µM (highest dose often 75.3 µM), inactives show top-dose activity, negative = inhibition, usual class: inhibitors. Purified ALDH1A1, NADH fluorescence, propionaldehyde substrate. 220,000 tested, 7.3% active; active = well fitted inhibition curve with a large enough effect, not every such curve was filed as active; inconclusive = small, poorly fitted or top-dose-only effect, or another doubt; inactive = no such curve, though single readings can be large or run the other way;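 note: plate controls were no enzyme wells and a reference inhibitor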
Target sequence (P00352 whole entry, looked up): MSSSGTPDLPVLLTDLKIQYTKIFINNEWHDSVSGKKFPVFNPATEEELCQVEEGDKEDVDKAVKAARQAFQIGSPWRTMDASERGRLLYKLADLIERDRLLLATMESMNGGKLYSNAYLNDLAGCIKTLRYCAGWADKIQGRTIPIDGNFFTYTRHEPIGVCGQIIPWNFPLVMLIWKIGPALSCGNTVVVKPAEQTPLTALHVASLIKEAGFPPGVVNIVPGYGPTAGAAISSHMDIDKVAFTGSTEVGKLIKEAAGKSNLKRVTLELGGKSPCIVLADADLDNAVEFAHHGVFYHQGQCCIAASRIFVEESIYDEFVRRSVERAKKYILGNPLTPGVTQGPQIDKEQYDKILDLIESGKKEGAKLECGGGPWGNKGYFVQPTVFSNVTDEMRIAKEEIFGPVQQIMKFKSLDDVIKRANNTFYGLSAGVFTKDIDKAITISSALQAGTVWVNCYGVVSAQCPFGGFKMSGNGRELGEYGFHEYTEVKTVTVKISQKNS
Tau fluor counter: Counterscreen qHTS for Inhibitors of Tau Fibril Formation, Fluorescence Polarization | tau K18 P301L Alexa594 fluorescence, heparin fibrillization | 280,000 tested, 0.93% active | Potency, µM (top dose mostly 57.7 µM), without a hit: at the top dose activity change, negative = decrease; note: % is set by controls: 0 for no effect and ±100 for the full control effect; nearly all actives have a fitted effect of over 55% in size
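Human tau K18 P301L (15 uM unlabeled, 0.24 uM Alexa 594-labeled) in 100 mM sodium acetate pH 7 with 20 uM heparin, 6 hr at 37 C. ThT 30 uM added, 1 hr ambient; Alexa 594 FP and total fluorescence read at 555/632 nm.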
SMN2 splice enh: qHTS Assay for Enhancers of SMN2 Splice Variant Expression | Potency, µM (doses to about 46.1 µM), without a hit: at the highest dose activity change, positive = activation, actives largely listed as activators | AID 1458, 2008 | 210,000 tested, 2.8% active | HEK293 SMN2-luciferase splicing reporter, luminescence, 30-36 h; note: % of control where 0% means no effect; nearly all actives have a fitted effect of over 55% in size
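HEK293 cells carry an SMN2 minigene-luciferase reporter in which exon 7 inclusion puts luciferase in frame. Cells were seeded at 2000 cells/well, attached for 10-12 hours, then exposed to compounds for 30-36 hours at 37C before ONE-Glo luminescence.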
* hit, by the source's call; ? = inconclusive; · = not tested or not shown; & = joins results of further samples; [ ] = remark or other dose. Unless noted, calls come from the whole dose curve; as a rule, active = well fitted curve in the direction sought with a large enough effect; inconclusive = small, poorly fitted or top-dose-only effect, or another doubt; inactive = no such curve, though single readings can be large; an effect the other way counts as inactive or inconclusive. Potency is the fitted concentration of half-maximal effect.

cpd	structure	HTT ATP protect	Tau fibril ThT	Tau fibril FP	JMJD2E inh
1	C=CC[C@@](C(C)=O)(C(=O)OC)C(NC(=O)OC)c1ccccc1 (stereo partly specified)	-14%	-4%	-13%	1%
2	O=C(c1cccc(COCC(F)(F)C(F)F)c1)N1CCN(c2ccccc2)CC1	-2%[0.074 µM]	-19%	-5%	6%
3	CCCCOc1cc(CC2CNC(=O)N2)ccc1OC (stereo unspecified)	-31%[inhibitor]	-14%&0%&-1%	?	2%&2%
4	O=C(OCc1cc2ccccc2[nH]c1=O)c1ccncc1	-2%[0.074 µM]	3%	4%	-4%
5	CCCN1CN=C(NS(=O)(=O)c2ccc(NC(C)=O)cc2)NC1	·	-3%	-4%	·
6	Cc1ccccc1NC(=S)NCCc1c[nH]c2ccccc12	5%[0.074 µM]	-13%	6%	7%
7	CC(=O)c1ccc(NC(=O)c2cc(S(=O)(=O)N3CCOCC3)ccc2C)cc1	·	-15%	1%	·
8	CCC(CC)Nc1ccc(C(CC(N)=O)NC(=O)Cc2ccc(Br)cc2)cc1[N+](=O)[O-] (stereo unspecified)	-11%[10 µM]	?	-4%	6%
9	CS(=O)(=O)N1CCc2cc(C(=O)Nc3cccc(F)c3)ccc21	·	9%	?	·
10	O=C(NC1CCCC1)c1ccc(CSc2nc3ccncc3n2Cc2ccc(F)cc2)cc1	·	-11%&-18%	-5%&-15%	-3%
11	O=C(c1ccc(COc2ccccc2Br)o1)N1N=C(C(F)F)CC1(O)C(F)F (stereo unspecified)	·	-6%	-3%	7%
12	CC1(C)CC(C(CC(=O)O)c2ccccc2)CCO1 (stereo unspecified)	-1%[10 µM]	-7%	2%	5%

cpd	HTT aggregate	ALDH1A1 block	Tau fluor counter	SMN2 splice enh
1	·	-1%	-7%	-4%
2	-11%	?	-14%	-9%
3	·	-6%&2%&10%	-26%&-3%&-2%	-9%&-5%&3%
4	5%	3%	2%	2%
5	·	·	-7%	19%
6	-23%	-1%	-22%	0%
7	·	·	-8%	-18%
8	18%[9.22 µM]	·	-15%	·
9	·	·	-7%	11µM*
10	5%	-7%	-14%&-20%	4%&-7%
11	27%	1%	-8%	5%
12	14%	?	-4%	?

The last 2 records of the section before open the next one.
cpd	structure	HTT ATP protect	Tau fibril ThT	Tau fibril FP	JMJD2E inh
11	O=C(c1ccc(COc2ccccc2Br)o1)N1N=C(C(F)F)CC1(O)C(F)F (stereo unspecified)	·	-6%	-3%	7%
12	CC1(C)CC(C(CC(=O)O)c2ccccc2)CCO1 (stereo unspecified)	-1%[10 µM]	-7%	2%	5%
13	CC(=O)Nc1cc(-c2nn(CC(=O)N3CCCCC3)c(=O)c3ccccc23)ccc1N1CCOCC1	2%	-1%	-4%	11%
14	O=C(Cc1ccccc1)NC1c2ccccc2-c2ccccc21	13%[10 µM]	0%	?	-10%
15	CC(C)(C)c1cc(C(=O)NCC(=O)OCC(=O)c2cccc([N+](=O)[O-])c2)cc(C(C)(C)C)c1	-3%[10 µM]	-1%	1%	1%
16	CCc1cccc(C)c1NC(=S)N(CCN(C)C)C(C)c1ccco1 (stereo unspecified)	18%[10 µM]	-7%	1%	-5%
17	CCN(CC(=O)Nc1ccc2c(c1)OCCO2)C(=O)/C=C/c1ccccc1	-51%[inhibitor]	-4%	5%	10%
18	CCc1ccc(OCc2nc(-c3ccc(OC)c(OC)c3)no2)c(Br)c1	·	?	-3%	·
19	NC(=O)COc1ccccc1	-9%[10 µM]	4%	2%	1%
20	O=C(O)C(Cc1ccccc1)n1cccc1 (stereo unspecified)	26%	-9%	3%	3%
21	Cc1ccc2c(c1)nnn2C1CCN(C(=O)C2CCCCC2)CC1	-3%	-3%	7%	7%
22	C=CCOCCN1C(=O)C2C3C=CC(C2C1=O)C1C2C(=O)N(CCOCC=C)C(=O)C2C31 (stereo unspecified)	-2%	-3%	4%	-1%
23	NCCC(=O)O	-3%&-1%	8%&-4%	-2%&-3%	5%
24	CC(=O)OCC(OC(C)=O)C(OC(C)=O)C(OC(C)=O)C(=O)Nc1ccc(C)cc1C (stereo unspecified)	-2%[10 µM]	1%	-2%	4%

cpd	HTT aggregate	ALDH1A1 block	Tau fluor counter	SMN2 splice enh
11	27%	1%	-8%	5%
12	14%	?	-4%	?
13	2%	-4%	1%	18%
14	2%	8%	-3%	-13%
15	1%	2%	-14%	-8%
16	-27%[9.22 µM]	·	-4%	·
17	-5%	?	-12%	?
18	·	·	?	-9%
19	-14%[9.22 µM]	·	3%	·
20	-1%	0%	-5%	-7%
21	-16%	7.9µM*	2%	-13%
22	-12%	14µM*	2%	-13%
23	·	-7%&9%	0%&-6%	-5%
24	-8%	8%	5%	-3%

(more compounds)
cpd	structure	HTT ATP protect	Tau fibril ThT	Tau fibril FP	JMJD2E inh
25	O=C(Nc1nnc(-c2ccccn2)o1)c1cccc(Br)c1	-23%[10 µM]	-4%	-5%	?
26	O=C1CC(c2ccccc2)CC(=O)N1c1ccccc1	-9%[10 µM]	-3%	0%	8%
27	CCOC(=O)c1cc(C(=O)c2cc(Br)ccc2O)coc1=N	-43%[inhibitor]	-4%	13%	-8%
28	CCOc1ccc(NC(=O)C(c2ccccn2)N(C(=O)CCl)c2ccc(OC)cc2)cc1 (stereo unspecified)	-17%[10 µM]	14%	11%	-5%
29	O=C(Nc1scc(-c2ccccc2)c1C(=O)O)c1ccco1	-19%[10 µM]	0%	-2%	6%
30	FC(F)(F)c1cccc(NC(=S)NC2CCCC2)c1	·	0%	6%	1%
31	COc1cc(/C=N/NC(=O)/C(=C\c2ccc3c(c2)OCO3)NC(=O)c2ccccc2)ccc1O	-21%[10 µM]	?	15%	?
32	CC(C)Sc1nc2ccccc2n1CC(=O)NCc1ccc2c(c1)OCO2	-16%	-3%	-10%	0%
33	COc1ccc(-c2noc(N3CCC(C(=O)N4CCN(c5ccccn5)CC4)CC3)n2)cc1	-52%[inhibitor]	?	4%	?
34	CCOc1ccc(NC(=O)CSc2oc(-c3ccc(C)cc3)nc2S(=O)(=O)c2ccc(C)cc2)cc1	·	-12%	-8%	·
35	CCCCSc1nnc2n(CCc3ccccc3)c(=O)c3c4c(sc3n12)COC(C)(C)C4	-6%	-8%	4%	-4%
36	O=C(CN(Cc1cccs1)C(=O)CNS(=O)(=O)c1ccc(F)cc1)NCc1ccco1	10%	-1%	3%	-4%

cpd	HTT aggregate	ALDH1A1 block	Tau fluor counter	SMN2 splice enh
25	?	3%	-4%	·
26	-6%[9.22 µM]	·	-2%	·
27	2%	5%	-16%	5%
28	-13%	-7%	8%	25%
29	?	-12%	-1%	?
30	-15%	10%	-19%	-4%
31	7%	12%	-18%	-9%
32	21%	?	-10%	-21%
33	?	?	-18%	-72%[inhibitor]
34	·	·	?	7%
35	10%	-1%	-1%	-18%
36	5%	-7%	6%	-14%

The final three compounds of the part above come first, to join the parts:
cpd	structure	HTT ATP protect	Tau fibril ThT	Tau fibril FP	JMJD2E inh
34	CCOc1ccc(NC(=O)CSc2oc(-c3ccc(C)cc3)nc2S(=O)(=O)c2ccc(C)cc2)cc1	·	-12%	-8%	·
35	CCCCSc1nnc2n(CCc3ccccc3)c(=O)c3c4c(sc3n12)COC(C)(C)C4	-6%	-8%	4%	-4%
36	O=C(CN(Cc1cccs1)C(=O)CNS(=O)(=O)c1ccc(F)cc1)NCc1ccco1	10%	-1%	3%	-4%
37	NC(=S)n1[nH]c(-c2ccccc2)c(N=Nc2ccccc2C(=O)N2CCOCC2)c1=O	-20%[10 µM]	?	8%	-7%
38	CSc1ncccc1C(=O)OCC(=O)N(C)C1CCS(=O)(=O)C1 (stereo unspecified)	-4%	-2%	0%	7%
39	CSc1ncccc1C(=O)NC1CCCCCC1	20%	1%	-3%	-2%
40	Cc1ccc(S(=O)(=O)CCc2nc3ccccc3n2CCC#N)cc1	?	-4%	0%	7%
41	COc1ccc(NC(=O)c2sccc2C)c([N+](=O)[O-])c1	-41%[inhibitor]	?	8%	-16%
42	Cc1sc2c(c1C)c(=O)n(CCc1ccccc1)c(=O)n2Cc1ccc(C(C)(C)C)cc1	·	-2%	0%	·
43	O=C(Nc1ccc(F)cc1)Nc1ccccc1NS(=O)(=O)c1cccs1	5%[10 µM]	-10%	-11%	-4%
44	Cc1cc(C)n2nc(C(=O)NC(c3ccccc3)c3ccccc3)nc2n1	1%	-1%	-5%	6%
45	CC1CCN(Cc2csc(N)n2)CC1	21%	-7%	5%	8%
46	CC(C)(C)C1CCc2c(C(=O)NNC(=O)CCC(=O)O)csc2C1 (stereo unspecified)	·	-2%	9%	4%
47	CN(C)CCCO[C@H]1C([C@H](O)CO)O[C@@H]2OC(C)(C)O[C@@H]21 (stereo partly specified)	·	-9%	-4%	-5%
48	CCN(CC)C(=O)CCc1nc2sc3c(c2c(=O)[nH]1)CCCC3	-24%	-11%	1%	3%

cpd	HTT aggregate	ALDH1A1 block	Tau fluor counter	SMN2 splice enh
34	·	·	?	7%
35	10%	-1%	-1%	-18%
36	5%	-7%	6%	-14%
37	8%[9.22 µM]	?	-1%	·
38	-1%	8%	3%	15%
39	-10%	-8%	-1%	9%
40	·	?	2%	-34%[inhibitor]
41	-6%	?	-18%	9%
42	·	·	0%	4%
43	15%	0%	?	·
44	15%	?	-3%	-6%
45	-1%	9%	-8%	11%
46	6%	0%	9%	-1%
47	·	4%	-4%	-3%
48	0%	-11%	-2%	-4%

These rows are one share of the data (hit frequency here may not be typical).
